ELG1 genotox: qHTS screen for small molecules that induce genotoxicity in human embryonic kidney (HEK293T) cells expressing luciferase-tagged ELG1; HEK293T ELG1-luciferase reporter, luminescence, 16 h; Potency, µM (doses to about 46 µM), inactives show at the highest dose activity change, positive = activation, usual class: activators; 330,000 tested, 1.3% active; note: potency is the fitted concentration of half-maximal effect; % of control where 0% means no effect; nearly all actives have a fitted effect of over 60% in size
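Genotoxicity was scored as increased ELG1-luciferase reporter signal, measured by ONE-Glo luminescence (30 min, room temperature). Compound or vehicle exposure of the HEK293T reporter cells lasted 16 hr at 37°C.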
PKM2 act: qHTS Assay for Activators of Human Muscle isoform 2 Pyruvate Kinase. Pyruvate kinase PKM (Homo sapiens), P14618. purified PKM2, Kinase-Glo ATP luminescence, activation; response scale: 0% is enzyme alone, no compound. Potency, µM (doses to about 57.5 µM), for inactives: at the top dose activation, usual class: activators. 260,000 tested, 0.34% active. AID 1631, 2009; note: potency is the fitted concentration of half-maximal effect; % is set by controls: 0 for no effect and ±100 for the full control effect; nearly all actives have a fitted effect of over 55% in size
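ATP formation by purified human PK-M2, quantified via coupled luciferase luminescence after 1 h at room temperature with 0.1 mM ADP and 0.5 mM PEP final.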
BRCA1 expr act: qHTS Assay to Identify Small Molecule Activators of BRCA1 Expression | MCF7-BRCA1-FFLuc reporter, luminescence, 48 h; response scale: scaled: vehicle 0%, 10 µM genistein 100% | Potency, µM (titrated, usually from 46.1 µM), for inactives: at the top dose activation, actives largely listed as activators | 380,000 tested, 1.1% active; note: potency is the fitted concentration of half-maximal effect; nearly all actives have a fitted effect of over 80% in size; some results filed as inactive show a strong effect at the top dose
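Quantitative HTS in MCF7 cells stably reporting BRCA1 expression via firefly luciferase. Compound treatment lasts 48 h at 37 °C in phenol-red free MEM. Activation is expressed relative to genistein at 10 microM and DMSO.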
VP16 counter: VP16 counterscreen qHTS for inhibitors of ROR gamma transcriptional activity; Potency, µM (series often up to 53.6 µM), inactives show at the top dose activity, negative = inhibition, hits mostly inhibitors; Drosophila S2 Gal4-VP16 UAS-luciferase, luminescence, 20 h; 310,000 tested, 3.5% active;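 note: Gal4-VP16 expression switched on by copper sulfate through the metallothionein promoter; potency is the fitted concentration of half-maximal effect; % is set by controls: 0 for no effect and ±100 for the full control effect; nearly all actives have a fitted effect of over 50% in size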
NPC1 prom act: qHTS Assay for NPC1 Promoter Activators. Huh7 NPC1 promoter luciferase reporter, 24 h. AID 485313, 2010. 320,000 tested, 2.4% active. Potency, µM (series often up to 9.22 µM), inactives show top-dose activation, actives largely listed as activators;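 note: potency is the fitted concentration of half-maximal effect; % of control where 0% means no effect; nearly all actives have a fitted effect of over 60% in size; reporter is driven by a mutant NPC1 promoter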
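NPC1 promoter–luciferase Huh7 cells; 24 h compound; luminescence.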
p53 reactivator: qHTS assay for re-activators of p53 using a Luc reporter; H1299 p53-A138V BP100-luciferase reporter, luminescence, 24 h; 320,000 tested, 0.063% active; Potency, µM (series often up to 92.2 µM), for the others: at the highest dose activity change, positive = activation, most hits filed as activators; note: potency is the fitted concentration of half-maximal effect; % of control where 0% means no effect; nearly all actives have a fitted effect of over 45% in size
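p53-null H1299 cells stably carrying temperature-sensitive p53-A138V and a BP100-luciferase reporter were pinned with compounds (4-point, 1:5 series) and held 24 hrs at 37 deg C. Luminescence was read 10 min after detection reagent.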
RORgamma inh: qHTS for inhibitors of ROR gamma transcriptional activity; Potency, µM (highest dose often 53.6 µM), without a hit: at the highest dose activity change, negative = inhibition, actives largely listed as inhibitors; 310,000 tested, 5.4% active; Drosophila S2 Gal4-RORgamma UAS-luciferase reporter, 20 h; Nuclear receptor ROR-gamma (Mus musculus), P51450; note: potency is the fitted concentration of half-maximal effect; % is set by controls: 0 for no effect and ±100 for the full control effect; nearly all actives have a fitted effect of over 60% in size
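Read-out: Photinus luciferase luminescence; inhibitors lower reporter signal. Insect Schneider cells with Gal4-ROR gamma fusion under metallothionein promoter, UAS reporter; 700 uM final copper sulfate induction, 20 hr, ambient temperature.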
Giardia killer: Small Molecules that selectively kill Giardia lamblia: qHTS; AID 540267, 2011; Giardia lamblia trophozoite viability; 340,000 tested, 0.15% active; activity change, % at 7.66 µM, hits read low; in the data active = activity change below about -80%; inconclusive = between about -30% and that limit;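 note: parasites exposed to compound for two days anaerobically before the ATP read; % is set by controls: 0 for no effect and ±100 for the full control effect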
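Anaerobic 48 hrs incubation at 37 deg C of 100 trophozoites/well with test compounds; ATPLite 1-Step luminescence, 15-30 min RT, reports cellular ATP as viability.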
Rab9 promoter act: qHTS Assay for Rab9 Promoter Activators. Huh7 Rab9 promoter-luciferase reporter, luminescence, 24 h. 320,000 tested, 2.8% active. AID 485297, 2010. Potency, µM (titrated, usually from 9.22 µM), for the others: at the top dose activation, negative = inhibition, actives largely listed as activators; note: potency is the fitted concentration of half-maximal effect; % of control where 0% means no effect; nearly all actives have a fitted effect of over 60% in size
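Huh7 cells stably carrying a Rab9 promoter-luciferase reporter, 1500 cells per well in OP-MEM I with 10% FBS, treated with compound 24 hours at 37C. Luciferase activity read by luminescence after 10 minutes with Amplite reagent.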
Menin-MLL TR inh: qHTS Assay for Inhibitors Targeting the Menin-MLL Interaction in MLL Related Leukemias: Competition With Texas Red Labeled MLL-derived Mutant Peptide | Menin + Texas Red MLL mutant peptide, fluorescence polarization | AID 1768, 2009 | Potency, µM (highest dose often 61.6 µM), inactives show at the highest dose FP activity change, negative = inhibition, most hits filed as inhibitors | O00255 | 270,000 tested, 0.23% active; active = well fitted inhibition curve with a large enough effect in the polarisation, with a control signal flat, not every such curve was filed as active; inconclusive = small, poorly fitted or top-dose-only effect, or effect the other way, or a change in a side signal; inactive = no such curve, though single readings can be large or run the other way; the % refers to the polarisation; note: potency is the fitted concentration of half-maximal effect; % of control where 0% means no effect; many of its hits are not listed in these tables
Target sequence (O00255 whole entry, looked up): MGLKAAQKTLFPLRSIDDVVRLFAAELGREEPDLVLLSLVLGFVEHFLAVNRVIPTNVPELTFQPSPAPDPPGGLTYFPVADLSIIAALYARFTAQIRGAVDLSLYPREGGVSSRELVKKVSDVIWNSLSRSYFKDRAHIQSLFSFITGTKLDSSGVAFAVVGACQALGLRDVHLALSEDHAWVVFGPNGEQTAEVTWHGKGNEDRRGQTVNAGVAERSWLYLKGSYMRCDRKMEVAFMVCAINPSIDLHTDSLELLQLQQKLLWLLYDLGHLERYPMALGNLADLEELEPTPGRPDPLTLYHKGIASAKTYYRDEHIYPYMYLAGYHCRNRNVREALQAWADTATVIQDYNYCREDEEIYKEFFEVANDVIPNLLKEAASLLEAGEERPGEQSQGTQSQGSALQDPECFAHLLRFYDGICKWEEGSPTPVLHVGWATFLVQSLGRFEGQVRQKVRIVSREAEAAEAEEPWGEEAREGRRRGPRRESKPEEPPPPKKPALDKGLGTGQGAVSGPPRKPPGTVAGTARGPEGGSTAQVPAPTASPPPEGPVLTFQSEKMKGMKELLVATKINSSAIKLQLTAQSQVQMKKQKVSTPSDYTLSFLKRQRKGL
FLuc counter: qHTS profiling assay for firefly luciferase inhibitor/activator using purifed enzyme and Km concentrations of substrates (counterscreen for miR-21 project). Luciferin 4-monooxygenase (Photinus pyralis), P08659. purified FLuc, Km substrates, luminescence inhibition. Potency, µM (series often up to 57.5 µM), for the others: at the top dose activity change, negative = inhibition, actives largely listed as inhibitors. 360,000 tested, 6.9% active;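 note: potency is the fitted concentration of half-maximal effect; plate controls were vehicle for no effect and reference inhibitor for full effect; nearly all actives have a fitted effect of over 55% in size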
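Purified P. pyralis luciferase (10nM final) with 10uM D-luciferin and 10uM ATP (Km levels) in 50mM Tris acetate pH 7.5, 10mM Mg acetate, 0.01% Tween-20, 0.05% BSA; qHTS 6-point titration, ~60 µM downward; luminescence read.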
Numbers without * were called inactive; ? = inconclusive; · = no result given; [ ] = dose if it differs, or a comment. Unless noted, calls come from the whole dose curve; as a rule, active = well fitted curve in the direction sought with a large enough effect; inconclusive = small, poorly fitted or top-dose-only effect, or another doubt; inactive = no such curve, though single readings can be large; an effect the other way counts as inactive or inconclusive. Some of the compounds tested. The share of hits here may be higher or lower than overall.

Order of results: ELG1 genotox	PKM2 act	BRCA1 expr act	VP16 counter	NPC1 prom act	p53 reactivator	RORgamma inh	Giardia killer	Rab9 promoter act	Menin-MLL TR inh	FLuc counter
> CC(NC(=O)C1CCCO1)c1ccccc1 (centres undefined)
  2%	7%	2%	0%	-4%	0%	3%	-6	-3%	12%	5%
> O=[N+]([O-])c1ccc(Oc2cccc(C(F)(F)F)c2)nc1
  -2%	-2%	3%	0%	-1%	3%	27%	-7	-10%	·	4%
> COc1ccc(C2=NS(=O)(=O)N(C)C(C(=O)NCc3ccc4c(c3)OCO4)=C2)cc1OC
  -3%	29%	1%	6%	-6%	12%	-23%	3	1%	22%	-20%
> CCCN1CCN(CCCNC(=O)Cn2ncc3c4ccccc4n(C)c3c2=O)CC1
  1%	6%	35%	-3%	-7%	-1%	-9%	4	-4%	-3%	0%
> CCOC(=O)c1c(C)[nH]c(C(=O)N2CCN(C(=O)OCC)CC2)c1C
  2%	2%	-1%	-11%	-5%	-2%	-29%	2	7%	-3%	-1%
> Cc1c(NC(=O)C(C)OC(=O)c2nc(Cl)ccc2Cl)c(=O)n(-c2ccccc2)n1C (centres undefined)
  10%	-2%	-2%	-8%	0%	-13%	-1%	-21	·	·	5%
> Cc1cc(NC(=O)Cn2nc(C)c([N+](=O)[O-])c2C)no1
  -1%	1%	7%	4%	-3%	0%	0%	0	-3%	19%	-1%
> O=C1CC(=C(c2ccccc2)c2ccccc2)C(=O)N1CCCCN1CCN(c2ccccc2)CC1
  -15%	-7%	-56%	0%	6%	16%	-9%	6	2%	9%	1%
> CC(NC(=O)[C@H](C)NC(=O)N1CCn2c1nc1ccccc12)c1ccccc1 (some centres undefined)
  0%	-2%[0.46 µM]	-3%	-3%	0%	-9%	7%	20	4%	-6%	0%
> N#Cc1ccc(C(=O)OCC(=O)NC(=O)NCc2ccccc2)cc1
  2%	·	5%	·	0%	-4%	·	-5	-2%	·	1%
> Cc1cccc(NC(=S)NC(=O)c2cccs2)n1
  10%	-2%	-26%	?	?	19%	3.5µM*	-5	?	0%	?
> C=CCn1c(C(CC)CC(C)(C)O)n[nH]c1=S (centres undefined)
  0%	1%	3%	22%	-1%	0%	-42%	-16	-2%	-2%	0%
> COc1cccc(C(C(=O)NC2CCCC2)N(C(=O)c2csnn2)C2CC2)c1 (centres undefined)
  1%	·	-7%	-14%	1%	1%	3%	11	0%	5%	3%
> Cc1ccn(CCC(=O)N2CCCC(CCC(=O)N3CCN(c4ccccn4)CC3)C2)n1 (centres undefined)
  -4%	-3%	-21%	-3%	-4%	1%	19%	27	-29%	18%	4%
> S=C(N/N=C/c1ccc2c(c1)OCO2)NC1CC2CCC1C2 (centres undefined)
  -7%	3%	26%	3.2µM*	21%	3%	4.5µM*	-1	?	·	?
> COc1ccc2nc(C)cc(SCC(=O)NNC(=O)COc3ccc(C)cc3)c2c1
  7%	-1%	-1%[1.84 µM]	-21%	-4%	-1%	-17%	6	0%	10%	1%
> O=C(COc1ccc(Cl)cc1)N1CCN(C(=O)c2ccccc2F)CC1
  -6%	·	23%	-12%	-3%	-2%	17%	2	-9%	·	-2%
> Cc1ccccc1/C=N/NC(=O)CSc1nc2ccccc2o1
  ?	1%	-15%	17%	-2%	?	-6%	6	-3%	-1%	2%
> COC(=O)c1cccc(NC(=S)N2CCN(c3ccccc3F)CC2)c1
  -3%	-8%	-17%	2%	0%	-2%	14µM*	-17	2%	23%	-1%
> O=C1CCC/C1=C\Nc1ccc(Cl)c([N+](=O)[O-])c1
  8%	0%	15%	-9%	2%	2%	22%	7	-2%	·	-3%
> Cc1ccc(NC(=O)CC2SCCNC2=O)cc1[N+](=O)[O-] (centres undefined)
  9%	-1%	35%	2%	6%	12%	6%	-1	14%	·	0%
> CCCCc1nnc(NC(=O)C(C)Sc2nc(O)c(Cc3ccccc3)c(=O)[nH]2)s1 (centres undefined)
  -2%	3%	0%	6%	-5%	-1%	-18%	-24	-1%	0%	?
> O=C(CCc1ccccc1)NCc1ccc(F)cc1
  2%	0%	3%	16%	-1%	·	-35%	4	10%	-1%	0%
> CC(C)(O)C1=NOC(c2ccccc2)C1 (centres undefined)
  -5%	-6%	0%	-13%	-3%	?	-6%	7	-7%	-4%	0%
> Cc1cc(OC(=O)c2ccc(C(C)(C)C)cc2)c([N+](=O)[O-])c(=O)[nH]1
  -2%	·	-2%	1%	-11%	4%	-2%	3	3%	·	-18%
> Nc1ccccc1SC1CC(=O)N(c2ccc3c(c2)OCO3)C1=O (centres undefined)
  -4%	2%	13%	-4%	5%	7%	-1%	-11	14%	·	4%
> COC(=O)c1cccc(NC2CC(=O)N(c3ccc(OC)c(OC)c3)C2=O)c1 (centres undefined)
  1%	4%	-21%	-5%	-5%	-6%	-17%	9	-3%	9%	9%
> CCOC(=O)c1ccc(NC(=S)N(CCN(C)C)Cc2cccs2)cc1
  -11%	2%	-28%	4%	-8%	0%	?	16	-1%	1%	-1%
> CCOc1ccc(N(C)C(=O)CCc2nnc3ccc(N4CCCC4)nn23)cc1
  2%	·	9%	-7%	-8%	5%	-1%	1	0%	·	-1%
> COc1ccc(-c2[nH]ncc2C2N=C(N)Nc3nc4ccccc4n32)cc1 (centres undefined)
  0%	-37%	20%	0%	-7%	-3%	-4%	6	29%	-20%	0%
> COC(=O)C1=C(C)NC(=O)CC1c1ccccc1F (centres undefined)
  -1%	-8%	4%	-19%	0%	-1%	9%	-8	-5%	-1%	5%
> COc1cccc(CN(C)C(=O)c2cc(S(=O)(=O)N3CCCCCC3)ccc2OC)c1
  -4%	·	-6%	·	-2%	-6%	·	29	-9%	·	4%
> CCCCNC(=S)N(C)/N=C/c1ccc2c(c1)OCO2
  3%	-3%	-51%	-25%	-3%	15%	-45%	-5	-5%	13%	-1%
> COc1cc(C(=O)Cc2nc3ccccc3n2C)cc(OC)c1OC
  0%	12%	-45%	13µM*	1%	12%	6.3µM*	-13	-5%	-21%	2%

Among those listed so far, five contain an NH in an aromatic ring.
Order of results: ELG1 genotox	PKM2 act	BRCA1 expr act	VP16 counter	NPC1 prom act	p53 reactivator	RORgamma inh	Giardia killer	Rab9 promoter act	Menin-MLL TR inh	FLuc counter
> CCOC(=O)c1c(C)[nH]c(C(=O)N2CCN(C(=O)OCC)CC2)c1C
  2%	2%	-1%	-11%	-5%	-2%	-29%	2	7%	-3%	-1%
> C=CCn1c(C(CC)CC(C)(C)O)n[nH]c1=S (centres undefined)
  0%	1%	3%	22%	-1%	0%	-42%	-16	-2%	-2%	0%
> CCCCc1nnc(NC(=O)C(C)Sc2nc(O)c(Cc3ccccc3)c(=O)[nH]2)s1 (centres undefined)
  -2%	3%	0%	6%	-5%	-1%	-18%	-24	-1%	0%	?
> Cc1cc(OC(=O)c2ccc(C(C)(C)C)cc2)c([N+](=O)[O-])c(=O)[nH]1
  -2%	·	-2%	1%	-11%	4%	-2%	3	3%	·	-18%
> COc1ccc(-c2[nH]ncc2C2N=C(N)Nc3nc4ccccc4n32)cc1 (centres undefined)
  0%	-37%	20%	0%	-7%	-3%	-4%	6	29%	-20%	0%
